Compound activity: PubChem, Sanford-Burnham Center for Chemical Genomics
SENP1 FRET inh – SENP1 (human) catalytic domain inhibition; Q9P0U3; recombinant SENP1 catalytic domain, CyPet-SUMO1-YPet FRET cleavage; inhibition, % at 10 µM; 360,000 tested, 0.21% active; AID 624204;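 active = inhibition at least 30% at 10 µM, raw YFP signal under a set limit, fluorescence ratio 0.5 to 1.5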;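 note: 0% = enzyme with DMSO and 100% = no enzyme wells; some results filed as inactive read as strong as hits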
Target sequence (Q9P0U3 419-644 limits assumed): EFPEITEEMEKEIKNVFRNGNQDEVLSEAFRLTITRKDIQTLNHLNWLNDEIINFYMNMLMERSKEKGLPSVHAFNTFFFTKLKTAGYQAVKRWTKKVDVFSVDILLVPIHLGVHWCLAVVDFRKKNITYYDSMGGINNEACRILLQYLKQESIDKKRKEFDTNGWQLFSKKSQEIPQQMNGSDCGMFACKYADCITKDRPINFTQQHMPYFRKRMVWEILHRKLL
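Compound: 10 µM single point, 0.5% DMSO; Test system: hSENP1 catalytic domain, recombinant; Timing: 50 min reaction at room temperature; Technique: FRET, CFP and YFP emission; Control set: no-enzyme wells low, DMSO-plus-enzyme wells high control.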
hIAP act – human IAP activation; P09923; purified human IAP, CDP-Star luminescence, 30 min; stronger effect = higher value; 1 = vehicle-only enzyme, 0 = enzyme-free background; activation factor at 10 µM; 330,000 tested, 0.16% active; AID 2524;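 active = activation factor of the enzyme at least 2-fold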; note: the source names both 10 and 20 µM as test concentration; values of inactives mirror those of a sister screen read the other way
Target sequence (P09923 whole entry, looked up): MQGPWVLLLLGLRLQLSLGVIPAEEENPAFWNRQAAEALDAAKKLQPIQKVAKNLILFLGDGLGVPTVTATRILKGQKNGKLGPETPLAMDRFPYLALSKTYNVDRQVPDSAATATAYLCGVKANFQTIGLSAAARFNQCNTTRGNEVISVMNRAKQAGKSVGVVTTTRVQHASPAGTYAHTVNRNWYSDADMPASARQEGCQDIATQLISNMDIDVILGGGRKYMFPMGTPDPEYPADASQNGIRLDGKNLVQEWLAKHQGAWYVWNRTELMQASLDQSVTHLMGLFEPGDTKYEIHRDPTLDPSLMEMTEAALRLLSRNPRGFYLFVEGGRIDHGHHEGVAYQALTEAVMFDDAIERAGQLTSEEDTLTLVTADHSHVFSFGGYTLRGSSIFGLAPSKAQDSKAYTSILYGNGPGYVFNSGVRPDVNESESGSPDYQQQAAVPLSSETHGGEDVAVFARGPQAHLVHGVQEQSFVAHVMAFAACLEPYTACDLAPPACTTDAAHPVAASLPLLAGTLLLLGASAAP
MPTP block – inhibitors of mitochondrial permeability transition pore; isolated mouse mitochondria, Ca2+ swelling absorbance, 30 min; inhibition, % at 10 µM; 360,000 tested, 1.4% active;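 active = inhibition of 50% or more, scaled per plate between neutral and stimulator controls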;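 note: 0% = DMSO wells given calcium and 100% = 1 mM EGTA wells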
NR3A LBD binder – modulates the human NR3A ligand-binding domain; NR3A LBD differential scanning fluorimetry, Tm shift; 0% = protein alone, 100% = glycine-bound protein; Tm shift relative to glycine control, % at 25 µM; 340,000 tested, 2.5% active;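 active = melting temperature shift of at least 10% of the positive control shift, at one fixed dose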
PfGluPho inh – PfG6PD (Plasmodium falciparum) enzyme inhibition. PfGluPho enzyme, NADPH resazurin-diaphorase fluorescence. inhibition, % at 20 µM. 350,000 tested, 0.78% active;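 active = inhibition reaching at least a set limit at 20 µM in the primary screen, cut at about 59% in these data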;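 note: 0% = DMSO wells with substrate and 100% = DMSO wells lacking glucose-6-phosphate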
SENP6 block – inhibitors of human SENP6 protease; 330,000 tested, 1.8% active; AID 2599; Recombinant SENP6 catalytic domain, aminoluciferin luminescence; Q9GZR1; inhibition, % at 10 µM;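 active = inhibition above about 50% at the single tested dose, limit read from the data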;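 note: plate controls were DMSO wells with enzyme for no effect and DMSO wells lacking enzyme for full effect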
SENP8 block – blocks human SENP8 cleavage of Nedd8 substrate | Q96LD8 | recombinant SENP8, Nedd8 substrate fluorescence | inhibition, % at 20 µM | 360,000 tested, 0.64% active | AID 602440; in the data active = inhibition mostly above about 40%, no sharp cut-off; inactive = mostly below about 27%
Target sequence (Q96LD8 whole entry, looked up): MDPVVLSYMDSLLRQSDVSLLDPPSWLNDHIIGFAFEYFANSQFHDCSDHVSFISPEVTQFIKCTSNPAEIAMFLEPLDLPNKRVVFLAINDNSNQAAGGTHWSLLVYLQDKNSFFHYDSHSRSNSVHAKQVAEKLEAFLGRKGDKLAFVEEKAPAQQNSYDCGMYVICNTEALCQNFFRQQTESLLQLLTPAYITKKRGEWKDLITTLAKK
ATG4B inh – blocks human ATG4B protease cleavage of LC3 substrate | Q9Y4P1 | 340,000 tested, 0.51% active | ATG4B cleavage of LC3-PLA2, NBD-HPC fluorescence, 1 h | inhibition, % at 8.33 µM | AID 504462; in the data active = inhibition above about 40%
The depositor's hits bear a star; nt = no result given.

SMILES	SENP1 FRET inh	hIAP act	MPTP block	NR3A LBD binder	PfGluPho inh	SENP6 block	SENP8 block	ATG4B inh
CCCCN(C(=O)CCC(=O)Nc1cc(C)on1)C(C(=O)NC(C)(C)C)c1ccccc1Cl (stereo not given)	1	0.98	-0.4	0	1	-20	-2	8
COc1cccc(C(=O)Nc2nnc(C3CCCO3)s2)c1 (stereo not given)	4	1.1	-1.5	-1	16	-3	-78	1
O=C(C1=COCCO1)N1CCN(S(=O)(=O)c2cccc(Br)c2)CC1	2	0.89	-1.8	0	-7	4	12	-51
Cc1ccc(NC(=O)CSc2nc(=O)n(CCN3CCOCC3)c3c2CCCC3)cc1	1	0.87	-0.9	0	-7	8	10	-1
O=C(Cn1cc(C(F)(F)F)cc(Cl)c1=O)NCc1ccc(Cl)cc1Cl	0	0.91	-1.3	-2	-6	-6	17	-7
CNC(=S)N1N=C(c2ccc(OC)cc2)CC1c1ccc(Cl)cc1Cl (stereo not given)	-2	0.83	-2.3	-3	20	-22	-3	-13
CCOc1ccc(S(=O)(=O)N2CCN(C(=O)c3ccco3)CC2)cc1	3	0.83	-0.4	4	2	10	8	-12
N/C(=N\OC(=O)C1CCCCC1)c1ccc(Br)cc1	1	1.1	0.5	0	-4	17	0	2
CCOc1ccc(C(=O)Nc2cccc(C)n2)cc1	3	1.1	-4.6	1	12	87*	19	-12
COc1ccc(NC(=O)CN(C)C(=O)/C=C/c2cn(-c3ccccc3)nc2-c2ccc(F)cc2)cc1	4	1.2	-1.1	10*	0	-13	-12	-14
Cc1ccc(Cn2c(CN3CC(C)OC(C)C3)nc3c2c(=O)n(C)c(=O)n3C)cc1 (stereo not given)	-5	0.97	-0.3	-2	3	2	4	-10
COc1cc2ccccc2cc1C(=O)N(CCN(C)C)c1nc2ccc(C)cc2s1	-1	1	1.7	-4	9	1	17	14
N#Cc1c(SCc2cccc(Cl)c2)sc(C(=O)c2ccccc2)c1N	-7	0.82	-0.1	-5	8	9	-21	0
COc1ccc(OC)c(C2=NOC(C(=O)NCCN3CCOCC3)C2)c1 (stereo not given)	1	0.95	-0.2	1	-6	3	-61	15
Cc1ccc(/C=C2\C(=O)Nc3ccccc32)o1	10	1.1	1.0	0	45	-5	8	-6
O=C(O)Cn1c2ccccc2c2n[nH]c(=S)nc21	-1	0.98	0.5	2	37	19	19	2
O=C(NC(=S)NNC(=O)c1ccccc1O)c1ccc(F)cc1	1	2.1*	4.1	-8	-30	16	14	0
COc1cccc(C(=O)N2CCC(n3nccc3NC(=O)C3CCOC3)CC2)c1 (stereo not given)	1	1.2	-0.7	2	-6	-18	3	6
NC1=NC(c2ccccc2Cl)n2c(nc3ccccc32)N1 (stereo not given)	1	0.95	1.3	0	-2	-3	13	0
COc1ccc(C(=O)CC(=O)c2ccc(F)cc2)cc1	0	0.81	-2.0	8	2	32	-18	-2
c1ccc(-c2ncnc3ccccc23)cc1	0	nt	-0.1	1	-7	nt	16	-1
O=C(O)CC(Cc1ccc(Cl)cc1)C(=O)Nc1cc(Cl)ccc1Cl (stereo not given)	1	1	-1.4	-3	3	-13	2	-1
C=C(C)CC(NCCc1ccccc1)c1ccco1 (stereo not given)	2	nt	0.8	-1	0	nt	7	3
Cc1cccc(N2CCN(C(=O)/C=C/c3cccs3)CC2C)c1 (stereo not given)	-1	0.89	2.2	1	0	-8	14	4
CCCSc1ncc(Cl)c(C(=O)Nc2ccc(S(=O)(=O)N3CC(C)OC(C)C3)cc2)n1 (stereo not given)	-2	1	4.0	-5	7	-2	12	-11
Fc1cccc(Cc2noc(CN3CCOCC3)n2)c1	2	1	0.5	1	-5	14	15	-3
Cc1cc(NCc2ccccn2)n2ncc(-c3ccc(Cl)cc3)c2n1	0	0.91	-1.9	4	20	-5	-412	-6
O=S(=O)(Nc1cccc(-c2nc3cccnc3s2)c1)c1cccs1	2	1	3.2	-3	1	-4	-140	-2
CCOC(CCn1c(SCc2cccc([N+](=O)[O-])c2)nc2ccccc2c1=O)OCC	3	0.96	11	1	11	2	10	12
CC(C)OC(=O)CSc1nnc(-c2ccccc2)n1N	2	1.1	1.7	1	-5	-7	11	-2
Cc1cc(NC(=O)OC(C)C)ccc1-c1ccc(NC(=O)OC(C)C)cc1C	2	1.3	0.8	2	5	-24	-1	-6
Nc1nnc(SCC(=O)NNC(=O)c2ccc([N+](=O)[O-])cc2)s1	1	0.84	-0.6	-2	-12	5	18	1
Cc1nc2c(-c3ccccc3)c(C)[nH]n2c(=O)c1Cc1ccccc1	2	1.2	-1.1	-5	4	-7	-388	-5
O=C(NCc1ccccn1)c1ccc(CS(=O)(=O)Cc2ccc(Cl)cc2)o1	-2	1.1	4.1	1	3	10	8	-8
N#CC1=C(SCC(=O)c2cc3ccccc3oc2=O)NC(=O)C(C#N)C12CCCC2 (stereo not given)	-14	1.1	1.2	6	-25	-10	-75	10
O=C(Nc1ccc(F)cc1)C1CCCN(S(=O)(=O)c2cccc3nonc23)C1 (stereo not given)	1	1	-1.4	6	-13	-9	9	5
CN(Cc1cccc(F)c1)C(=O)C1CC(=O)N(c2ccc3c(c2)OCCO3)C1 (stereo not given)	2	1.1	0.5	-1	-14	-17	4	5
CCCN1C(=O)C(O)(CC(=O)c2cccc(OC)c2)c2ccccc21 (stereo not given)	-15	1.1	-0.9	2	21	-17	12	-4
Cc1ccc(NC(=O)CN(C)Cc2c(O)ccc3ccccc23)cc1	nt	1.3	nt	-7	5	2	nt	-7
COc1ccc(CNC(=O)CCn2ccc3cc(S(=O)(=O)N4CCCC4)ccc32)cc1	0	1.1	-1.2	1	-6	9	14	1
Cc1ccc(-c2noc(CN3CCN(C(c4ccccc4)c4ccccc4)CC3)n2)cc1	-2	0.88	3.2	-1	9	3	14	3
COc1ccc(CN2CCC(CNC(=O)NC3CCCCC3)CC2)cc1	-3	1.1	-0.5	0	1	-13	11	-1
O=C(c1ccc(Cl)cc1)N1CCCC(C(=O)N2CCc3ccccc3C2)C1 (stereo not given)	0	0.9	2.3	5	-3	3	14	-2
O=S(=O)(NCc1cccnc1)c1ccc(Cl)nc1	3	1.1	-0.5	0	-10	3	6	1
Cc1ccc(C(=O)NCCNC(=O)c2ccc(C)nc2)cc1	1	0.77	-0.9	2	1	-28	4	-11
CC1(C)C(O)=C(c2nc3ccccc3[nH]2)C(=N)N1c1ccccc1	-28	1.1	-1.3	-5	-18	6	-28	-6
CC(C)(C)n1nc2c(c1NC(=O)Cc1ccc([N+](=O)[O-])cc1)CS(=O)(=O)C2	2	1.1	0.2	3	6	-3	11	1
CC(C)(C)NCc1cc(Cl)ccc1OCc1cccs1	2	1.1	1.1	-4	-19	8	18	0
CCCCn1c(N)c(N(CCOC)C(=O)CN2C(=O)c3ccccc3C2=O)c(=O)[nH]c1=O	-17	1.2	0.2	0	19	1	-23	-2
O=C(Nc1ccon1)c1cc(-c2ccccc2)nc2ccccc12	2	0.78	-1.8	-10	15	3	-48	-9

Additional records follow.
SMILES	SENP1 FRET inh	hIAP act	MPTP block	NR3A LBD binder	PfGluPho inh	SENP6 block	SENP8 block	ATG4B inh
Cc1ccc(CNC(=O)c2ccc(N3CCC4(CC3)CC(c3cccc(Br)c3)=NO4)c(N)c2)cc1	-34	0.86	2.6	-5	12	-8	-483	-6
COCCCNC(=O)c1ccc(N(C)S(C)(=O)=O)cc1	0	0.92	-0.3	0	-3	8	12	-4
CCC1(C)Cc2c(C#N)c(N)sc(=S)c2CO1 (stereo not given)	12	0.96	1.8	3	32	3	-33	-12
CCCC(=O)Nc1ccc2c(c1)c1ccccc1n2CC	-1	1	-0.4	0	9	-11	-58	0
CCOC(=O)c1[nH]c(C)c(/C(O)=C2\C(=O)C(=O)N(CCCN(CC)CC)C2c2cccnc2)c1C (stereo not given)	1	0.84	-0.5	-1	-20	-19	12	4
CCn1c(SCC(=O)Nc2ccc3c(c2)n(C)c(=O)n3C)nnc1-c1ccncc1	0	0.96	1.1	2	8	-4	6	3
COc1ccc(CCNC(=O)C2CC3Cn4c(nc5cc(Cl)c(Cl)cc54)C3N2C)cc1 (stereo not given)	0	0.92	-0.7	-3	-15	0	6	-9
Cc1ccc(/C=N\NC(=O)c2cc(OCC(F)(F)F)ccc2OCC(F)(F)F)cc1	0	1.1	-0.2	14*	3	6	17	16
CCc1cccc(C)c1NC(=O)CN1C(=O)c2ccccc2S1(=O)=O	1	1.1	-2.5	-2	-17	-6	8	-1
CCCN(CCC)c1nc(NC2CCN(C(=O)OCC)CC2)nc(OC)n1	2	1.4	0.4	0	-6	-4	14	2
CCC(=O)N1CCn2c1nc1ccccc12	2	0.97	-0.5	-1	-4	-22	21	2
COc1cc(OC)nc(NC(=O)CSc2nnc(-c3ccccc3)n2C2CCCCC2)n1	2	1.1	2.9	-2	-23	-3	19	-5
O=C(c1ccco1)N1CCN(c2ccc([N+](=O)[O-])cc2F)CC1	1	0.96	-0.4	0	-4	-17	16	6
CC1(C)Oc2ccc3ccc(=O)oc3c2C(N2CCCCC2)C1O (stereo not given)	-48	0.85	-0.2	-1	-8	-4	-332	0
CC(=O)c1cccc(NC(=O)Nc2cnn(Cc3ccc(Cl)cc3Cl)c2)c1	0	0.94	73*	14*	-5	-7	16	15
Cc1cccc2[nH]c(CN(C)C(=O)CC3C(=O)NCCN3CC(C)(C)C)nc12 (stereo not given)	-11	1.1	-0.1	-2	-7	-12	-73	28
Cc1cc(C(=O)NNC(=S)NCc2ccccc2)cs1	0	1.7	-0.2	0	-5	0	20	4
Cc1cc(C)nc(SC(C)C(=O)O)n1 (stereo not given)	0	0.99	-1.1	7	-8	-14	2	1
CCCCn1c(CCC(=O)O)nc2cc(S(=O)(=O)N(C)C)ccc21	2	0.95	-0.1	0	-1	-8	21	-1
COc1ccc(CC(=O)Nc2cc(S(=O)(=O)N3CCOCC3)ccc2N2CCCC2)c(OC)c1	-2	nt	0.8	-1	1	nt	-14	-1
O=C(Cn1nc([N+](=O)[O-])nc1Br)NC(c1ccccc1)c1ccccc1	-1	0.82	-3.9	-2	20	-11	12	3
Cc1cccc(C(=O)N/N=C/c2ccc(OC3CSC3)cc2)c1	1	0.95	0.4	-18	2	-35	-1	-6
O=C(CCCN1C(=O)c2ccccc2C1=O)Nc1c2c(nc3c1CCC3)CCC2	-1	nt	-0.2	-6	-5	nt	21	9
CCOC(=O)N1CCN(CCC(=O)Nc2cccc(Cl)c2C)CC1	0	1.1	-0.6	0	-12	-5	8	2
CCCCNC(=O)c1ccc(NS(=O)(=O)c2ccc3[nH]c(=O)[nH]c3c2)cc1	2	0.93	-0.7	-1	-12	7	-4	3
CC(C)(C)NC(=O)NC(=O)CSc1cccc(C(F)(F)F)c1	3	0.87	-0.6	-1	-17	1	4	1
O=C(NCCCn1ccnc1)c1cc2c(ccc3ccccc32)o1	nt	1.2	nt	-2	8	-12	nt	-10
Cc1nc2cnccc2n1C	1	0.93	-1.4	-5	-26	26	32	9
